Growth percent in the NCI-60 one-dose screen (48 h, 10 µM unless noted): 100 = growth as untreated, 0 = no growth, -100 = all killed.
SF-268: SF-268 CNS cancer cells; AID 1794759; actives 3.1% (n = 82,000)
U251: U251 CNS tumor cells. actives 5.4% (n = 80,000)
SF-295: SF-295 CNS cancer cells; actives 5.6% (n = 79,000); AID 1794758
SF-539: SF-539 CNS cancer | actives 6.8% (n = 81,000)
PC-3: PC-3 prostate cancer cells; AID 1794754; actives 3.9% (n = 80,000)
HCC-2998: HCC-2998 colon cancer | actives 4.7% (n = 79,000)
SNB-19: SNB-19 CNS cancer cells; actives 2.5% (n = 81,000)
SNB-75: SNB-75 CNS cancer | actives 5% (n = 79,000)
DU-145: DU-145 prostate cancer; actives 4.2% (n = 81,000)
Starred values were filed as active, the others as inactive; / = not tested or not shown; & = joins results of further samples. The calls were made as follows: active = growth percent below 10; inactive = the rest.

SMILES | SF-268 | U251 | SF-295 | SF-539 | PC-3 | HCC-2998 | SNB-19 | SNB-75 | DU-145
COc1cc(-c2nnc(SC)n2-c2ccc(Cl)cc2)c(O)c2ccccc12 | 85 | 85 | 82 | 115 | 86 | 95 | 113 | 94 | 82
CCCCc1ccc(NS(=O)(=O)c2cc3c4c(c2)CCN4C(=O)CC3)cc1 | 5.8* | 11 | / | 7.3* | 38 | 19 | 27 | 34 | 16
COc1ccc(N(Cc2ccc(Cl)cc2)C2OC(=O)c3ccccc32)cc1 (configuration not stated) | 99 | 97 | 111 | 100 | 88 | 103 | 98 | 114 | 104
CN1C(=S)N(C)C2NC(N3CCOCC3)=NC21 (configuration not stated) | 99 | 105 | 101 | 111 | 96 | 112 | 91 | 97 | 106
N#Cc1ccc(C(=O)CSc2nccc(Nc3ccc(S(N)(=O)=O)cc3)n2)cc1 | 100 | 98 | 103 | 99 | 94 | 104 | 98 | 103 | 107
OC1(c2ccccc2)Oc2ccccc2C(c2ccccc2)C1c1ccccc1 (configuration not stated) | 73 | 79 | 80 | 90 | 52 | 93 | 85 | 72 | 91
CCN(CC)CCCC(C)Nc1ccnc2cc(Cl)c(SCc3ccccc3)cc12 (configuration not stated) | -66* | -54* | -82* | -90* | -7.2* | -84* | -35* | -86* | 25
O=S(=O)(O)CCl | 100 | 97 | 102 | 101 | 92 | 99 | 106 | 86 | 109
CC1(C)C(=O)OCC2=C1CCCC2 | 120 | 100 | 94 | 96 | 100 | 106 | 106 | 85 | 117
OC(Cn1cncn1)(Cn1cncn1)c1ccc(F)cc1F | 120 | 96 | 97 | 112 | 97 | 110 | 97 | 118 | 118
COc1ccccc1/C=C1\COc2ccc(-c3ccccc3)cc2C1=O | 22 | 17 | 22 | 30 | 27 | 52 | 69 | 42 | 7.9*
O=C(Nc1ccc(S(=O)(=O)Nc2ncccn2)cc1)c1ccc(-n2c(=O)[nH]c3ccccc3c2=O)cc1 | 111 | 95 | 97 | 98 | 101 | 99 | 94 | / | 108
CCc1ccc(C(=O)/C=C/C23c4ccccc4C(c4ccccc42)C2C(=O)NC(=O)C23)cc1 (configuration not stated) | 27 | -25* | 13 | 11 | 13 | 25 | 12 | 26 | 13
COc1ccc(C2=NN(C(=O)c3ccc(S(C)(=O)=O)cc3)C(c3ccc(OC)c(OC)c3)C2)c(OC)c1 (configuration not stated) | 89 | 106 | 99 | 102 | 91 | 102 | 99 | 94 | 98
CCOC(=O)c1csc(NC(=S)Nc2ccc(Cl)cc2)n1 | 92 | 95 | 85 | 91 | 100 | 98 | 102 | 77 | 101
O=c1onc(-c2cc3ccccc3nc2Cl)n1-c1cccc(Cl)c1 | 90 | 85 | 73 | 92 | 69 | 93 | / | 59 | 97
COc1ccc(C2CC(c3cc(Cl)c(C)cc3O)=NN2c2ccc(S(N)(=O)=O)cc2)cc1OC (configuration not stated) | 52 | 52 | 82 | 61 | 25 | 50 | 66 | 68 | 87
O=c1cc(-c2ccccc2)oc2cccc(O)c12 | 106 | 96 | 110 | 84 | 92 | 87 | 96 | 74 | 107
O=C(N/N=C\c1ccc(F)cc1)c1ccc2nc(-c3ccc(Br)cc3)[nH]c2c1 | 45 | -62* | 39 | 11 | 40 | 31 | 23 | 54 | -22*
[S-]c1n[n+](-c2ccccc2)c(-c2ccccc2)s1 | 109 | 99 | 102 | 112 | 105 | 110 | 105 | 98 | 105
COC(=O)/C=C/c1ccccc1 | 104 | 96 | 105 | 92 | 98 | 94 | / | 86 | 114
O=C(NNc1ccc(-c2ccccc2)nn1)c1ccccc1 | 95 | 101 | 94 | 102 | 102 | 106 | 95 | 71 | 104
c1ccc(C[N+]2(Cc3ccccc3)CC[N+](Cc3ccccc3)(Cc3ccccc3)[C@H]3CCCC[C@@H]32)cc1 | 101 | 97 | 88 | 99 | 66 | 81 | 98 | 95 | 95
N#Cc1c(-c2ccc(Cl)cc2)nc(SCC(=O)NNc2ncnc3ccccc23)n(Cc2ccccc2)c1=O | 108 | 108 | 102 | 96 | 92 | 113 | 101 | 110 | 112
COc1ccc(-c2nc3sc(C)nn3c2-c2nc3cc(Cl)c(F)cc3[nH]2)cc1 | 99 | 94 | / | 95 | 71 | 97 | 106 | 80 | 110
CC(=O)O[C@]1(C(C)=O)CC[C@H]2[C@@H]3C[C@H](C)C4=CC(=O)NCC[C@]4(C)[C@H]3CC[C@@]21C | 94 | 104 | 100 | 96 | 83 | 102 | 102 | 108 | 105
O=C1c2cccc3cccc(c23)C(=O)N1Nc1nc(N2CCOCC2)nc(N2CCN(Cc3ccccc3)CC2)n1 | 88 | / | 104 | 100 | 85 | 111 | 89 | 55 | 111
COc1ccc([N+](=O)[O-])cc1N | 93 | 103 | 105 | 107 | 108 | 104 | 101 | 88 | 103
O=c1[nH]c(=S)[nH]c2nc[nH]c12 | 98 | 105 | 106 | 105 | 97 | 100 | 107 | 85 | 107
Cc1ccc(S(=O)(=O)NNc2c3ccccc3nc3ccc(Cl)cc23)cc1 | 103 | 98 | 125 | 98 | 77 | 109 | 107 | 135 | 108

Reformatted as tab-separated lines: part of the list above.
mol	SF-268	U251	SF-295	SF-539	PC-3	HCC-2998	SNB-19	SNB-75	DU-145
COc1cc(-c2nnc(SC)n2-c2ccc(Cl)cc2)c(O)c2ccccc12	85	85	82	115	86	95	113	94	82
CCCCc1ccc(NS(=O)(=O)c2cc3c4c(c2)CCN4C(=O)CC3)cc1	5.8*	11	/	7.3*	38	19	27	34	16
COc1ccc(N(Cc2ccc(Cl)cc2)C2OC(=O)c3ccccc32)cc1 (configuration not stated)	99	97	111	100	88	103	98	114	104
CN1C(=S)N(C)C2NC(N3CCOCC3)=NC21 (configuration not stated)	99	105	101	111	96	112	91	97	106
N#Cc1ccc(C(=O)CSc2nccc(Nc3ccc(S(N)(=O)=O)cc3)n2)cc1	100	98	103	99	94	104	98	103	107
OC1(c2ccccc2)Oc2ccccc2C(c2ccccc2)C1c1ccccc1 (configuration not stated)	73	79	80	90	52	93	85	72	91
CCN(CC)CCCC(C)Nc1ccnc2cc(Cl)c(SCc3ccccc3)cc12 (configuration not stated)	-66*	-54*	-82*	-90*	-7.2*	-84*	-35*	-86*	25
O=S(=O)(O)CCl	100	97	102	101	92	99	106	86	109
CC1(C)C(=O)OCC2=C1CCCC2	120	100	94	96	100	106	106	85	117
OC(Cn1cncn1)(Cn1cncn1)c1ccc(F)cc1F	120	96	97	112	97	110	97	118	118
COc1ccccc1/C=C1\COc2ccc(-c3ccccc3)cc2C1=O	22	17	22	30	27	52	69	42	7.9*

Additional structures follow:
SMILES | SF-268 | U251 | SF-295 | SF-539 | PC-3 | HCC-2998 | SNB-19 | SNB-75 | DU-145
CC(C)(C)c1ccc(OC(=O)c2ccc([N+](=O)[O-])cc2)cc1 | 101 | 97 | 113 | 103 | 97 | 110 | 100 | 99 | 106
COc1cc2oc(-c3cccc(C(=O)Nc4ccc(C)cc4)c3)cc(=O)c2c(OC)c1OC | 58 | 42 | -47* | 46 | 45 | 50 | 68 | 46 | 48
Nc1c(Cl)[nH]cnc1=S | 97 | 100 | 106 | 96 | 94 | / | 96 | 83 | 106
Cc1cc(N(CCCNc2ccnc3cc(Cl)ccc23)Cc2ccco2)nc(N2CCOCC2)n1 | 78 | 84 | 63 | 51 | 62 | 87 | 78 | 74 | 75
Fc1ccc(NC(=S)Nc2ccc(Cl)cc2)cc1 | 96 | 84 | 91 | 88 | 78 | 79 | 95 | 98 | 111
CO[C@H]1C[C@H](O[C@H]2[C@H](C)[C@@H](OC3O[C@H](C)C[C@H](N(C)C)[C@H]3OC(C)=O)[C@@H](C)C[C@]3(CO3)C(=O)[C@H](C)[C@@H](OC(C)=O)[C@@H](C)[C@@H](C)OC(=O)[C@@H]2C)O[C@@H](C)[C@@H]1OC(C)=O (some centres not stated) | 119 | 102 | 102 | 105 | 106 | 107 | 107 | 97 | 120
COc1ccc(C(C#N)N2CCCCC2)cc1 (configuration not stated) | 103 | 95 | 97 | 104 | 94 | 106 | 97 | 90 | 110
CS(=O)(=O)Nc1ccc(CC#N)cc1 | 108 | 107 | 119 | 97 | 106 | 109 | 102 | 99 | 104
CN(C)CCC(=O)c1cccc2ccccc12 | 103 | 103 | 108 | 105 | 107 | 103 | 114 | 90 | 105
CCCC(C(=O)OC(C)CN1C(C)CCC1C)C1CCCC1 (configuration not stated) | 99 | 96 | 90 | 93 | 98 | 108 | 103 | 93 | 104
Cc1cc(Nc2ccc(Cl)c(Cl)c2)nc(N)n1 | 95 | 95 | 97 | 100 | 90 | 113 | 107 | 72 | 94
N#C/C(=C/c1cc(Cl)cc(Cl)c1O)C(N)=O | 132 | 97 | 109 | 107 | 106 | 110 | 106 | 101 | 145
O=C1NN(C(=O)c2ccc(O)cc2)C(c2ccccc2)=N/C1=C\c1cn(-c2ccccc2)nc1-c1ccccc1 | 97 | 96 | 95 | 89 | 104 | 104 | 92 | 77 | 92
CCN(CC)c1ccc(NC(C)=O)cc1 | 116 | 98 | 99 | 101 | 87 | 112 | 90 | 77 | 118
OCC=C1CCCCCC1 | 107 | / | 103 | 100 | 105 | 101 | 97 | 81 | 115
C=CCn1c(SCC(=O)Nc2ccc(C(=O)/C=C/c3ccc(OC)cc3)cc2)nnc1-c1cc(-c2ccc(S(N)(=O)=O)cc2)nc2ccccc12 | 81 | 94 | 99 | 92 | 78 | 100 | 95 | 56 | 111
C=CCOCCN(CC)CC | 107 | 106 | 96 | 98 | 96 | / | 95 | 101 | 107
CCCS(=O)(=O)Oc1cc2oc(=O)c3c(c2cc1OC)CCCCCC3 | 96 | 89 | 81 | 90 | 69 | 112 | 86 | 84 | 92
CC(CC(C#N)(c1ccccc1)c1ccccc1)OS(C)(=O)=O (configuration not stated) | 102 | 101 | 91 | 106 | 75 | 101 | 102 | 89 | 106
Cc1ccc(C2N=C(N)NC(Nc3nn[nH]n3)=N2)cc1 (configuration not stated) | 110 | 94 | 93 | 96 | 95 | 105 | 98 | 99 | 110
OC(c1cc2cc(Br)ccc2c2cc(Br)ccc12)C1CCCCN1 (configuration not stated) | -85* | -95* | / | -83* | -88* | -81* | -71* | / | -93*
Nc1c2c(nc3ccc(Cl)cc13)CC(c1ccccc1)CC2=O (configuration not stated) | 64 | 41 | 24 | 39 | 55 | 67 | 37 | 23 | 64
Nc1[nH]c(=O)[nH]c(=O)c1Br | 96&104 | 101&58 | 97&99 | 106&97 | 94&97 | 102&108 | 101&106 | 98&91 | 104&102
CN1C(=O)/C(=C(\C#N)C(=O)Nc2ccc(S(N)(=O)=O)cc2)c2ccccc21 | 101 | 92 | 102 | 100 | 105 | 109 | 101 | 43 | 107
[O-][n+]1ccc2ccccc2c1 | 109 | 101 | 83 | 99 | 103 | 102 | 100 | 83 | 113
CC(=O)O/N=C(/C)c1ccccc1 | 94 | 106 | 102 | 114 | 101 | 103 | 121 | 101 | 97
Fc1ccc2c(-c3cncn3CCc3ccccc3)c[nH]c2c1 | 84 | 92 | 83 | 95 | 87 | 102 | 85 | 48 | 104
O=S(=O)(O)c1ccc(N/N=C/c2ccccc2O)cc1 | 111&106 | 102&110 | 103&120 | 96&111 | 104&101 | 105&103 | 117&95 | 96&83 | 121&111
C/C(=C(/C)C1CC1CCNS(=O)(=O)c1ccc(C)cc1)c1cccc(OC(F)(F)F)c1 (configuration not stated) | 91 | 87 | 97 | 95 | 78 | 104 | 95 | 109 | 92
O=C(O)C(F)Cc1ccccc1 (configuration not stated) | 112 | 94 | 85 | 99 | 94 | 102 | 100 | 84 | 114
O=[N+]([O-])c1ccc(NC(c2ccccc2)c2ccc3cccnc3c2O)cc1 (configuration not stated) | 13 | 12 | 15 | 14 | 30 | 30 | 21 | 47 | 22
CC(C)CN1CCN(CCCOC(=O)Nc2cccc3ccccc23)CC1C (configuration not stated) | 117 | 100 | 117 | 113 | 99 | 106 | 100 | 88 | 141
Brc1c2c(c(Br)c3ccccc13)CCCC2 | 104 | 91 | 101 | 102 | 94 | 110 | 96 | 98 | 110
CC(=O)Nc1ccc(Oc2ncnc3sc(C)c(C)c23)cc1 | 92 | 94 | 99 | 93 | 94 | 107 | 94 | 76 | 102
O=C(CN1C(=O)NC2NC(=O)NC21)N/N=C/c1cccc([N+](=O)[O-])c1 (configuration not stated) | 99 | 111 | 102 | 100 | 106 | 118 | 99 | 80 | 110
COc1ccc(CCNc2nc3c(c(=O)n(Cc4ccc(Cl)cc4)c(=O)n3C)n2C)cc1OC | 96 | 93 | 97 | 92 | / | 102 | 97 | 88 | 110
Cc1ccc(NC(=O)Cn2cc(CSc3nnc4oc5ccccc5n34)nn2)cc1 | 70 | 79 | 83 | 72 | 84 | 104 | 51 | 30 | 103
COc1ccc2cc(-c3ccnc4cc(-c5ccccc5)nn34)ccc2c1 | 91 | 96 | 99 | 96 | 95 | 100 | 88 | 86 | 105
Cc1c[nH]n2c(-c3ccccc3)cc(C)c(C#N)c2n[nH]1 | 114 | 104 | 104 | 101 | 112 | 125 | 94 | / | 112
Fc1ccc(CNc2c3ccccc3nc3ccccc23)cc1F | 57 | 30 | 30 | 22 | 36 | 2.2* | 33 | 66 | 39
CN(C)CCC(c1ccc(Cl)cc1)c1ccccn1 (configuration not stated) | 104 | 104 | 101 | 107 | 85 | 107 | 109 | 96 | 112
COc1ccc(-c2cc(/C=C3\C(=O)Nc4ccccc43)[nH]n2)cc1 | 103 | 83 | 107 | / | 94 | 122 | 91 | 86 | 107
O=C(Cc1ccccc1)c1ccc(O)c(Cl)c1 | 42 | 73 | 48 | 33 | 53 | 43 | 75 | 73 | 18

Compound activity deposited in PubChem by NCI.
